MBD2 inh: blocks human MBD2 binding to methylated DNA; TR-FRET, MBD2 binding to methylated oligonucleotide; Q9UBB5; 370,000 compounds, 0.31% hits; inhibition, % at 4.4 µM; in the data active = inhibition above about 13%
DAX1 inh-1: inhibitors of human orphan nuclear receptor DAX1 (NR0B1); HEK293 Gal4-DAX1 luciferase reporter, luminescence; inhibition, % at 6.75 µM; 340,000 compounds, 0.99% hits; AID 504766;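 active = inhibition above the mean over all tested compounds plus 3 SD, cut at about 4.2% in these data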;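 also: 0% = DAX1-transfected cells with DMSO and 100% = empty-vector control cells with DMSO; inhibition shows as a rise in luminescence from relieved DAX1 repression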
Target sequence (P51843 207-470 limits assumed): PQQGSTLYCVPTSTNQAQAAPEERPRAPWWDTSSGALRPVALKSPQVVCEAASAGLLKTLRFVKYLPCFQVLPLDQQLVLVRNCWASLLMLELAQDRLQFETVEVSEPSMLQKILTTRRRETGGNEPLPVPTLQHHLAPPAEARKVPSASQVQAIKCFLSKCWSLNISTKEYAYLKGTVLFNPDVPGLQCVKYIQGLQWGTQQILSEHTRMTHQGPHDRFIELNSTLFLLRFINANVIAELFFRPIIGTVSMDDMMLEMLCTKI
PLC-gamma1 inh: inhibitors of human phospholipase C gamma1 | P19174 | purified PLC-gamma1, fluorogenic substrate, fluorescence | inhibition, % at 12.2 µM | 370,000 compounds, 0.84% hits; in the data active = inhibition above about 9.5%
hgDAF12 agonist: agonists of H. glycines DAF-12 nuclear receptor; 370,000 compounds, 1.8% hits; activation, % at 6.8 µM; HEK293 GAL4-hgDAF12 UAS-luciferase reporter, agonist luminescence; normalized to butyrate control;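 active = activation above a cutoff set at the mean of all screened compounds plus 3 SD, cut at about 10% in these data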;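 also: 0% = DMSO wells and 100% = sodium butyrate wells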
hcDAF-12 act: activators of H. contortus DAF-12 nuclear receptor; AID 652067; HEK293 hcDAF-12 lit1-tk-luc reporter, luminescence; 0% DMSO, 100% Δ7-dafachronic acid; 370,000 compounds, 1.4% hits; activation, % at 6.8 µM;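 active = activation above the mean of all tested compounds plus 3 SD, cut at about 5.5% in these data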;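 also: 100% = response to 3 µM Δ7-dafachronic acid high control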
Rev-erbA mod: modulators of human Rev-erb alpha DNA binding; Rev-erbα–FITC-DNA binding, fluorescence polarization, 90 min; 370,000 compounds, 0.79% hits; activity, % at 10 µM; P20393;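 active = activity above about 14%, limit read from the data; passing the limit was not always enough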;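 also: 0% = DMSO wells with 35 nM protein and 100% = DMSO wells with 750 nM protein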
ADAM17 inh: ADAM17 inhibition, QFRET primary screen. inhibition, % at 6.95 µM. 370,000 compounds, 0.83% hits. recombinant ADAM17, EDANS/DABCYL FRET peptide cleavage. AID 720648;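 active = inhibition above the mean of compounds lying between control limits plus 3 SD, set per campaign, cut at about 8.5% in these data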;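 also: 0% = DMSO-only wells as the low control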
Target sequence (P78536 215-824 limits assumed): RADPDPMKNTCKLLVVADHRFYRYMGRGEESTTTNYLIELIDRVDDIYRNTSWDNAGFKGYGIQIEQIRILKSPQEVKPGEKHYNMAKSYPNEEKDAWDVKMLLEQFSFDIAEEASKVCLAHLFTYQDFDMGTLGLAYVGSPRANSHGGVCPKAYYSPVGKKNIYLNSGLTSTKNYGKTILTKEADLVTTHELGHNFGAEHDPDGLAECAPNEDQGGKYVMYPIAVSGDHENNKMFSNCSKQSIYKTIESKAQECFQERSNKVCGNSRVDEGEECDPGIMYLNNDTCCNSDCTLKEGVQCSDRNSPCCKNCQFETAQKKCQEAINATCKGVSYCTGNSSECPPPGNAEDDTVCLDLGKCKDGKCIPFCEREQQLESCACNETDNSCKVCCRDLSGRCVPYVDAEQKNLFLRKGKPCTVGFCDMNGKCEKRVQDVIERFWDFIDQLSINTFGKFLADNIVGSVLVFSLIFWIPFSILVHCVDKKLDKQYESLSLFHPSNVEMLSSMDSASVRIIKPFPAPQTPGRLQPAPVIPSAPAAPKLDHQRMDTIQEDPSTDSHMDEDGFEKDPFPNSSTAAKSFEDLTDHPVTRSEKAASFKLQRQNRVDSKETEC
DAX1 inh-2: inhibitors of DAX1 repression of SF-1 activated StAR promoter; HEK293T StAR-luciferase reporter, SF-1/DAX-1 repression relief; inhibition, % at 6.8 µM; 370,000 compounds, 1.1% hits; AID 652010;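 active = inhibition above the mean over all tested compounds plus 3 SD, cut at about 3.6% in these data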;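 also: 0% = DAX-1 cells with DMSO and 100% = cells lacking DAX-1 with DMSO; higher inhibition means more luminescence from relief of DAX-1 repression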
PLC-beta3 inh: blocks human PLC-beta3 enzyme activity; Purified PLC-beta3, fluorogenic substrate, fluorescence; inhibition, % at 12.2 µM; 370,000 compounds, 0.18% hits; in the data active = inhibition above about 11%;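 also: 0% = median of compound wells on plate and 100% = full blocker control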
ssDAF12 agonist: activates DAF-12 receptor from parasite S. stercoralis | 370,000 compounds, 1% hits | HEK293 ssDAF-12/GRIP1 lit1-tk-luc reporter, luminescence; % of 3 µM dafachronic acid response | AID 652126 | activation, % at 6.8 µM;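 active = activation above the mean over all tested compounds plus 3 SD, cut at about 0.9% in these data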;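 also: 0% = DMSO-only wells and 100% = 3 µM delta7-dafachronic acid wells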
SMARCA2 activ: SMARCA2 function activation, primary screen | activation, % at 9.1 µM | MG213 cells, MMTV-luciferase reporter, dexamethasone, overnight | 370,000 compounds, 1% hits; in the data active = activation above about 7.8%;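 also: 0% = vehicle wells and 100% = reference activator wells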
* hit, by the source's call; nt = not tested or not shown.

smiles,MBD2 inh,DAX1 inh-1,PLC-gamma1 inh,hgDAF12 agonist,hcDAF-12 act,Rev-erbA mod,ADAM17 inh,DAX1 inh-2,PLC-beta3 inh,ssDAF12 agonist,SMARCA2 activ
CC(=O)C[C@@H](O)CC(=O)[C@H]1OC(=O)[C@H](C)C/C=C\Cc2ccccc21,2,-0.8,-1,-0.9,-0.9,-1,-5,2.4,-2,-0.9,-3
Cc1ccc(OC(C)C(=O)N2CCc3ccccc32)cc1 (stereo not given),4,-0.6,6,1.1,9.4*,-4,0,0.7,4,-0.1,1
O=C1c2c(-c3ccc(Br)cc3)noc2CCN1Cc1cn(Cc2ccccc2)nn1,0,nt,1,1.1,-1.2,-7,-3,0.6,0,-1.4,-3
CCOc1ccc(S(=O)(=O)N(CC(=O)NCc2cccnc2)c2ccc(C)cc2)cc1,0,-2.2,2,0.7,-0.4,-2,1,0.0,2,-0.2,3
Cc1ccccc1Cn1ccc(NC(=O)c2nn3cccnc3c2Cl)n1,2,-1.0,-16,1.5,-0.7,-3,-5,0.1,-32,-1.3,-1
O=C(O)[C@@H](c1ccccc1)N1Cc2ccccc2C1=O,2,0.0,2,9.5,-1.2,0,-5,0.1,2,-1.5,0
C[C@]1(CC/C(=C/CO)CO)[C@H](CO)CC[C@@]23COC(=O)C2=CCC[C@@H]31,0,0.3,1,-0.9,-1.8,-4,0,0.0,3,-1.1,1
OC[C@@H]1CN(Cc2ccco2)C[C@H](n2cnc3c(NC4CC4)ncnc32)O1,3,nt,-1,-2.9,1.0,3,-7,-0.8,1,-1.2,-2
CNc1cc(-c2cnn(CC(C)C)c2)ncn1,-3,nt,-2,10,2.4,3,-4,2.9,-2,-0.8,1
Cc1cccc(-c2c(O)cc(=O)[nH]c2Cl)c1,-3,1.9,-2,1.0,1.4,-6,1,0.3,-2,-0.4,0
COc1cccc(N(CC(=O)Nc2ccc3c(c2)OCO3)S(=O)(=O)c2ccccc2)c1,2,-0.6,-1,-2.2,-2.0,-2,-2,-0.6,-3,-1.2,0
COc1ccc(CC(=O)Nc2nnc(C)s2)cc1,-1,1.7,1,-1.8,3.0,-7,0,-0.5,-2,-0.9,-4
c1ccc(NN=C(c2ccccc2)c2cccs2)cc1,-1,-0.8,-3,0.8,0.8,-1,-4,-0.6,-8,-0.5,-3
Cc1cccc(NC(=O)CSCC(=O)Nc2cc(C(F)(F)F)ccc2N2CCOCC2)c1,-1,-0.6,1,3.2,-2.0,-1,2,-0.3,1,-1.6,-2
O=C(Nc1ccccc1)Nc1nnc(/C=C/c2ccccc2Cl)s1,0,-0.1,-4,2.4,0.1,4,-4,0.3,-5,-1.4,-2
CCN(/N=C/c1cccs1)c1cc(=O)n(C)c(=O)[nH]1,-7,0.1,-73,-1.9,-0.4,9,-10,-0.6,-85,-1.3,2
O=C(COC(=O)C12CC3CC(CC(C3)C1)C2)Nc1ncc(Cl)cc1Cl,-3,-2.2,-3,0.4,0.1,1,0,0.2,-4,-0.3,0
Cc1cccc(OC(=O)c2cn(C)nc2C(F)(F)F)c1C,5,1.3,1,0.5,1.1,-4,1,0.0,5,-0.8,0
C[C@H]1CN([C@@H](C)CO)C(=O)Cc2cc(NC(=O)CCC(F)(F)F)ccc2O[C@H]1CN(C)Cc1ccc(C(F)(F)F)cc1,-5,-0.4,4,-1.2,-0.7,0,11*,0.2,6,-1.5,0
S=c1sc2c(N3CCOCC3)ncnc2n1-c1ccccc1,5,4.0,0,-1.5,-0.1,3,-3,-0.5,3,0.1,1
Cc1nc(-c2c(C(=O)NNC(=O)Nc3c(C)cccc3C)noc2C)cs1,-6,1.8,2,-3.6,-1.0,-7,-4,-0.5,-10,-1.6,-3
O=C(NCc1ccccc1)c1ccco1,-1,2.0,-3,1.4,-0.5,-3,-3,-0.2,1,-0.9,1
O=c1cc(CNc2ccc(Br)cc2)nc2sccn12,1,-0.3,-15,6.0,-1.8,4,-9,-0.1,-12,-1.3,-1
COC(=O)Cn1c2ccc(OC)cc2c2nc3ccccc3nc21,4,-0.1,-3,1.6,1.2,5,-5,0.0,-6,-0.7,1
COc1ccc(CNC(=O)[C@@H](NC(=O)C2CCN(C(=O)[C@@H](N)CCSC)CC2)C(C)C)cc1,-1,5.9*,3,-2.5,-0.8,3,0,0.2,5,-1.0,1
CC(C)N(C(=O)COC(=O)CNS(=O)(=O)c1ccccc1F)c1ccccc1,2,1.3,3,0.4,0.1,-5,-1,0.2,4,-1.2,6
O=C(O)c1ccc(C2CCCCC2)cn1,5,0.6,5,-0.5,-1.1,5,2,0.4,1,-1.0,-3
O=C(c1ccc(OC2CCN(C(=O)c3cccnc3)CC2)cc1)N1CCCCCC1,-1,0.4,0,-4.8,-1.9,1,-5,-1.4,2,-1.6,-6
CCNS(=O)(=O)c1ccc(CCC(=O)N2CCC(C)CC2)cc1,-5,-1.7,-1,0.9,-1.3,-2,-3,-0.5,-7,-0.3,-3
O=C1COc2ccc(C(=O)COC(=O)/C=C/c3cccc(F)c3)cc2N1,8,-1.8,4,1.5,0.7,4,-3,-0.2,-2,-0.5,-4
O=C(c1ccc([N+](=O)[O-])cc1)N(Cc1ccccc1)Cc1ccccc1,-3,-0.8,10*,-6.9,-1.1,2,8,0.0,10,-1.6,-8
O=c1c2cc(NC(=S)N3CCCC3)ccc2nc2n1CCCCC2,-1,0.2,-1,-0.1,-0.1,-3,-5,-0.2,-8,-1.6,-5
COc1ccc(CCNc2nc(-c3ccccn3)cs2)cc1OC,4,0.0,-11,-5.9,-0.3,2,-3,0.0,-21,-1.8,-4
CCc1nc2c(OCc3ccccc3)cccn2c1N(C)C(=O)c1ccc2c(c1)OCO2,2,nt,0,-2.8,-0.7,-3,2,-0.1,5,-1.2,-5
OCCNCc1cc(Br)ccc1OCc1ccccc1,2,0.6,2,-3.9,-1.5,3,-3,0.7,2,-1.4,-3
COC(=O)C(NC(=O)C(CC(C)C)NC(=O)C1CCC(C)CC1)C(C)C (stereo not given),-3,0.2,-2,1.5,-1.3,-1,-3,-0.7,2,-1.6,0
O=c1c(C/C=C/c2ccccc2)c(O)ccn1CCc1c[nH]c2ccccc12,0,2.5,4,-0.4,1.3,nt,-3,0.4,-10,-0.4,-4
CCOc1ccc(CCNC(=O)CCC(=O)Nc2ccc3nc(N4CCN(C)CC4)cc(C)c3c2)cc1OCC,2,3.6,-9,3.0,-2.0,-3,-32,0.1,-21,-1.2,3
O=C(Nc1ccc(NC(=O)c2cccs2)cc1Cl)c1ccco1,0,0.8,3,3.9,-0.8,-2,-1,2.1,6,-0.5,-1
CCN1C/C(=C/c2sccc2C)c2nc3ccccc3c(C(=O)O)c2C1,-2,1.5,-37,-0.6,0.1,1,-17,0.0,-57,-0.8,0
O=C(CC1C[C@H](C(=O)N2CCOCC2)[C@@]2(CCC3CCCC3)c3[nH]c4ccccc4c3CCN2C1=O)NCCN1CCOCC1 (stereo not given in full),2,1.1,1,-1.3,-1.4,2,0,1.1,5,-0.4,0
C=CCOC(=O)C1=C(C)NC(=O)NC1c1cn(-c2ccccc2)nc1-c1cccs1 (stereo not given),-5,-1.5,-2,-3.2,-2.0,0,-4,-1.5,-7,-0.7,-2
Cc1ccccc1CC(=O)N1CCC(CCC(=O)NC2CC2)CC1,-7,0.1,-1,-0.9,0.7,2,-3,0.6,2,-0.8,-5
O=C(Nc1ccccc1Br)c1ccc(OC(=S)N2CCOCC2)cc1,-3,1.1,-1,2.5,1.8,-5,-1,0.9,-1,-0.7,4
O=C(Nc1ccc(Oc2ccccc2)nc1)C1CCN(Cc2cccc(F)c2)CC1,6,-1.4,0,-2.3,-1.9,2,3,-1.6,-8,-1.0,-3
CC(C)(C)OC(=O)N(CCc1ccccc1)Cc1ccccc1OCc1cccc(NC(=O)/C=C/c2ccccc2)c1,-2,-1.9,-2,-1.9,-1.8,6,-2,-1.2,-2,-0.9,-2
O=C(Nc1ccc2c(c1)OCO2)C1CCN(S(=O)(=O)c2ccc3c(c2)OCCO3)CC1,-6,-0.6,0,-0.6,-0.7,-3,-4,-0.9,1,-0.9,0
O=C(NCc1ccccc1)C1c2ccccc2OCC(=O)N1CCCN1CCOCC1 (stereo not given),-3,nt,1,4.0,-1.6,-7,-5,-0.3,0,-0.4,-3
Cc1ccc(/C(=N/Nc2nc3ccccc3s2)C2=C(O)c3ccccc3C2=O)cc1,3,1.6,0,1.9,1.1,0,2,0.3,1,-1.0,0
O=C(NCc1ccccc1)C(c1ccncc1)n1c(=O)c(-c2ccco2)nc2ccccc21 (stereo not given),-3,nt,-88,2.3,-0.4,-2,-63,0.8,-114,-0.8,1
CN(C)CCNC(=O)C12CC3(C)CC(C)(CC(C)(C3)C1)C2,5,1.0,7,0.1,-0.8,-1,-2,-0.1,-2,-1.2,-3
CCOC(=O)C1=NN(c2ccc(Cl)cc2)/C(=C/C2=NCCc3cc(OC)c(OC)cc32)S1,0,0.5,-89,0.2,-0.1,2,-27,-0.2,-122,-0.8,-3
CCCCOC(=O)C1=C(C)Nc2ncnn2C1c1cc(OC)ccc1OC (stereo not given),0,0.0,-3,0.2,-0.2,-3,1,-0.4,-1,-0.7,-1
COC(=O)[C@H](CC(C)C)N(CCCc1cn(Cc2ccccc2)nn1)S(=O)(=O)c1ccc(F)cc1Br,0,nt,1,-1.5,-4.0,3,7,-2.6,-1,-1.3,-1
O=C(Nc1nncs1)c1cc(S(=O)(=O)N2CCOCC2)ccc1Cl,-1,2.4,2,0.8,-2.5,7,-1,-0.1,-6,-1.2,-4
CN=c1scc(C)n1/N=C/c1ccc(O)cc1O,-7,-2.5,-60,6.3,7.6*,8,-1,3.6*,-70,0.7,4
Cc1ccc(-c2nnc3cccc(Cl)n23)cc1,-5,-0.3,0,-0.5,0.3,-3,-3,-0.5,-2,-1.3,0
COc1ccc(Nc2nc(-c3cccc(OC)c3O)nc3ccccc23)cc1,-3,2.0,6,5.5,4.2,8,3,-0.5,-4,-0.8,3
COC(=O)c1c(C)oc2ccc(N(C(=O)Oc3ccccc3)S(=O)(=O)c3ccccc3)cc12,1,0.2,0,-1.4,-1.8,2,0,-0.8,3,-0.8,-1

Full records, looked up by structure:
`COc1ccc(CNC(=O)[C@@H](NC(=O)C2CCN(C(=O)[C@@H](N)CCSC)CC2)C(C)C)cc1` is listed with MBD2 inh: -1; DAX1 inh-1: 5.9*; PLC-gamma1 inh: 3; hgDAF12 agonist: -2.5; hcDAF-12 act: -0.8; Rev-erbA mod: 3; ADAM17 inh: 0; DAX1 inh-2: 0.2; PLC-beta3 inh: 5; ssDAF12 agonist: -1.0; SMARCA2 activ: 1
`CN(C)CCNC(=O)C12CC3(C)CC(C)(CC(C)(C3)C1)C2` is listed with MBD2 inh: 5; DAX1 inh-1: 1.0; PLC-gamma1 inh: 7; hgDAF12 agonist: 0.1; hcDAF-12 act: -0.8; Rev-erbA mod: -1; ADAM17 inh: -2; DAX1 inh-2: -0.1; PLC-beta3 inh: -2; ssDAF12 agonist: -1.2; SMARCA2 activ: -3

Screening results as filed in PubChem BioAssay.
